Hsp70 inhibitors = small molecules displacing fluorescent ligand from Hsp70 – biochemical, fluorescence polarization, primary screen (AID 583); Hsp70 fluorescence polarization probe displacement, mP; higher % means a stronger effect; displacement, % at 20 µM, or IC50 in µM where a hit was titrated; 140,000 tested, 0.06% active; in the data active means displacement above about 50%;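 further: plate controls were vehicle for no effect and reference ligand for full effect; a part of the inactive calls stands beside numbers as strong as those of hits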
MKP-3 inhibition = inhibition of rat DUSP6 enzyme activity – biochemical, in vitro, primary screen (AID 425); recombinant MKP-3 phosphatase activity, fluorescence; higher % means a stronger effect; inhibition, % at 20 µM, or IC50 in µM where a hit was titrated; 110,000 tested, 0.17% active; in the data active means inhibition above about 50%;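 further: plate controls were vehicle for no effect and reference inhibitor for full effect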
An asterisk follows results filed as active; nt = no result given; & = joins results of further samples. This is a subset; count on the stated rates, not on these rows.

SMILES | Hsp70 inhibitors | MKP-3 inhibition
COc1ccc(C2=C/C(=C/c3cccc(OC)c3OC(C)=O)C(=O)O2)cc1 | -18% | 6%
Cc1cccc(N2CCN(c3cccc(C)c3)C2c2cccnc2)c1 | -2.1% | -10%
Cc1ccc(/C=N/N=C/c2ccc(C)cc2)cc1 | 3.3% | -1%
Cc1cc(C)c(OCCN2CCCC2)c(Cl)c1 | -4.3% | 3%
COc1cccc2cc(C(=O)Nc3c(C)n(C)n(-c4ccccc4)c3=O)c(=O)oc12 | -3.9% | 2%
Cc1c(C)c(C)c(C(=O)Nc2ccc(Cl)c(C(N)=O)c2)c(C)c1C | 7.6% | 3%
Cc1ccc(Nc2cc(=O)[nH]c(=O)[nH]2)cc1 | 2.3% | 1%
O=C(NCc1cccnc1)C1CC(=O)N(C2CCCCC2)C1 (configuration not stated) | 0.5% | 1%
COc1cc(C)nc(Oc2ccc(=O)n(C)n2)n1 | 0.5% | -6%
CCOC(=O)C1=C(C)N=C2SCC(=O)N2C1c1ccc(Cl)cc1 (configuration not stated) | -0.6% | 2%
NC(=O)C1CCN(Cc2nc3ccccc3c(=O)[nH]2)CC1 | -9.2% | nt
O=C(Nc1ccccc1N1CCOCC1)c1ccccc1NS(=O)(=O)c1ccc(F)cc1 | -0.1% | nt
CN(CC(=O)Nc1ccncc1)S(=O)(=O)c1ccc(Br)cc1 | -3.2% | nt
Cc1c(OCc2nn[nH]n2)ccc2c(-c3ccccc3)cc(=O)oc12 | -0.2% | 0%
C=CCC(Nc1ccccc1)c1ccco1 (configuration not stated) | 2.7% | 0%
Cc1cccc(N=c2oc3cc(O)ccc3cc2C(N)=O)c1 | -19% | 3%
C=CCc1cccc(/C=N/c2ncn[nH]2)c1O | 1.6% | 3%
CCOC(=O)C(C)Oc1ccccc1C1NC(=O)NC(C)=C1C(=O)Nc1ccc(C)c(C)c1 (configuration not stated) | 4.1% | -6%
O=C1c2ccccc2C(=O)c2cc(Sc3ccccc3)ccc21 | -2.8% | -3%
Cc1noc(C)c1COC(=O)CCc1ccc(S(=O)(=O)N2CCCCC2)cc1 | 1.4% | -13%
Cc1onc(-c2ccccc2Cl)c1C(=O)Nc1ccc(Oc2ccccc2)cc1 | -3.6% | 4%
Cc1cccc(Cn2cnc3c(nnn3Cc3ccc(Cl)cc3)c2=O)c1 | -3.1% | -2%
Cc1cc(N2CCC(C(=O)NCC3CC3)CC2)nc(-c2ccccc2)n1 | -7.4% | -6%
CC(C)[C@H](NC(=O)C1(c2ccccc2)CCN(C(=O)OC(C)(C)C)CC1)C(=O)O | -0.1% | 7%
Cc1sc(NC(=O)CSc2nnc3scc(-c4ccccc4)n23)c(C#N)c1C | 11% | -9%
SMILES | Hsp70 inhibitors | MKP-3 inhibition
Cc1cc(-n2c(C)cc(C(=O)CN3C(=O)NC4(CCCCCC4)C3=O)c2C)no1 | 5.6% | -2%
O=C(Nc1nc(-c2ccccc2)cs1)c1ccncc1 | -2.3% | 2%
COc1ccc(OCC(=O)Nc2ccc(S(=O)(=O)N3CCOCC3)cc2)cc1 | 3.1% | -13%
O=S(=O)(c1ccc(C2CCCCC2)cc1)N1CCCC1 | 3.4% | nt
c1ccc2sc(Cc3nnc4n3CCCCC4)nc2c1 | -1.2% | -2%
Cc1onc(-c2ccccc2Cl)c1C(=O)Nc1sc(C)c(C)c1C(=O)OC(C)C | 1.1% | 6%
CCOC(=O)N1CCN(C(=O)c2ccc(N(C)S(C)(=O)=O)cc2)CC1 | -0.4% | -5%
C=COC(=O)CSc1nc(-c2cccs2)ccc1C#N | -6.0% | 11%
CN(Cc1cccs1)CC(O)COCc1ccco1 (configuration not stated) | 1.9% | -5%
CN(C)c1ccc(C2N(C(=O)N3CCOCC3)CCN2S(=O)(=O)c2ccccc2)cc1 (configuration not stated) | 3.9% | 2%
CC(NC(=O)C1CC(=O)N(c2ccc(Br)cc2)C1)c1ccccc1 (configuration not stated) | -3.6% | 4%
CC(OC(=O)C1CCCO1)C(=O)NC1CCCC1 (configuration not stated) | 9.4% | -10%
CCCc1cc(-c2[nH]ncc2-c2ccc3c(c2)OCCCO3)c(O)cc1OC | 7.4% | nt
Cc1ccc2c(C)c(C(=O)Nc3c(C)n(C)n(-c4ccccc4)c3=O)oc2c1 | 0.6% | 0%
Cn1cccc1CN1CCN(C(=O)c2ccc(F)cc2)CC1 | -1.1% | 5%
CC(=O)N1CCc2cc(S(=O)(=O)NC(Cc3ccccc3)C(=O)Nc3cc(C)ccn3)ccc21 (configuration not stated) | 3.6% | nt
O=c1oc(-c2ccccc2Cl)nc2ccc(-c3ccc4nc(-c5ccccc5Cl)oc(=O)c4c3)cc12 | -0.8% | 15%
COCCCn1c(=S)[nH]c2ncccc2c1=O | -1.3% | -2%
O=C(C1CCC(N2C(=O)C3CC=CCC3C2=O)CC1)N1CCCCC1 (configuration not stated) | 3.5% | -4%
COc1cccc(NC(=O)/C=C/c2ccc(OC)c(Br)c2)c1 | 0.0% | 4%
O=C(CSc1nnnn1-c1ccccc1)NCc1cccs1 | -0.6% | nt
COc1ccc(C2N(C(=O)N3CCOCC3)CCN2S(=O)(=O)c2ccc(C)cc2)cc1 (configuration not stated) | 24% | nt
COC(=O)c1cc(C)sc1NC(=O)C1(C)CC1(Br)Br (configuration not stated) | -3.1% | 2%
Cc1csc(NC(=O)CSc2nnc(-c3ccoc3C)n2CCc2ccccc2)n1 | 1.6% | 0%
CCN(CC)CCCn1c(=S)[nH]c2cc(C(=O)OC)ccc2c1=O | 2.5% | nt

In the list so far, these contain a cyano group:
SMILES | Hsp70 inhibitors | MKP-3 inhibition
Cc1sc(NC(=O)CSc2nnc3scc(-c4ccccc4)n23)c(C#N)c1C | 11% | -9%
C=COC(=O)CSc1nc(-c2cccs2)ccc1C#N | -6.0% | 11%

Later entries
SMILES | Hsp70 inhibitors | MKP-3 inhibition
Clc1cccc(Cl)c1OCCCN1CCCC1 | -0.5% | 2%
CN(C)c1ccc(/C=C/c2ccncc2)cc1 | -50% | -2%
COC(=O)c1ccccc1NC(=O)CN(c1cc(OC)ccc1OC)S(C)(=O)=O | 3.5%&-5.4% | 1%
COc1ccc(N2C(=O)CC(Sc3nc4ccccc4s3)C2=O)cc1 (configuration not stated) | 0.9% | 1%
COc1ccc(S(=O)(=O)N2CCC(C(=O)NCc3cccc(OC)c3)CC2)cc1 | -3.6% | -1%
COC(=O)c1cccc(NC(=O)COc2ccc(Br)c(C)c2)c1 | 2.0% | -2%
CCOC(=O)c1cc(CC)sc1NC(=O)Cc1ccccc1 | 2.8% | nt
Cc1c(NC(=O)CCN2C(=O)S/C(=C\c3ccccc3)C2=O)c(=O)n(-c2ccccc2)n1C | -1.0% | 1%
Cc1cc(/C=N/NC(=O)CC#N)c(C)n1-c1ccc(F)cc1 | 1.7% | 5%
CC(C)(C)OC(=O)COc1cc2oc(=O)cc(-c3ccccc3)c2cc1Cl | 0.3% | 3%
O=C(NCC(=O)N(CCc1ccccc1)C(C(=O)NC1CCCC1)c1cccnc1)c1ccco1 (configuration not stated) | 0.9% | -7%
CCCCN(C)C(=O)Cn1cnc2sc(C)cc2c1=O | -0.1% | 1%
O=C(/C=C/c1ccc(-c2cccc(Cl)c2Cl)o1)c1cccs1 | -1.1% | 7%
CCN(CC)c1ccc(-n2c(O)c(C3=c4ccccc4=NC3=O)sc2=S)cc1 | 6.3% | 7%
CCOc1ccc(-n2c(SCC(=O)Nc3ccc4c(c3)OCCO4)nc3c(c2=O)SCC3)cc1 | nt | -1%
O=C(/C=C/c1ccc2c(c1)OCO2)Nc1ccccn1 | -4.1% | -1%
COc1ccc(NC(=O)C2CCCN(Cc3ccccc3)C2)cc1OCC(C)C (configuration not stated) | -0.4% | 3%
CC(C)CC(=O)N1CCN(S(=O)(=O)c2ccc(Cl)cc2)CC1 | 0.9% | 2%
CC1Cc2ccccc2N1C(=O)CCn1c(=O)sc2ccccc21 (configuration not stated) | nt | -6%
O=C(NCCCN1CCN(c2ccccc2F)CC1)C1CCCN(S(=O)(=O)c2cnc[nH]2)C1 (configuration not stated) | -6.9% | -8%
CCc1ccc(CN2CCN(Cc3ccc(OC)cc3OC)CC2)cc1 | -0.7% | 3%
Cc1coc2cc3oc(=O)c4c(c3cc12)CCC4 | -3.8% | -5%
CCOC(=O)c1c[nH]c2c(OCC)cccc2c1=O | 1.7% | 0%
CC(C)(C)c1csc(NC(=O)c2cccs2)n1 | -0.3% | -12%
O=c1[nH]cc(N=Cc2cc(Br)ccc2O)c(=O)[nH]1 | -4.4% | 0%
SMILES | Hsp70 inhibitors | MKP-3 inhibition
O=C1C2CC=CCC2C(=O)N1c1n[nH]c(Cc2ccccc2)n1 (configuration not stated) | 1.2% | -2%
CCc1ccc(NC(=O)c2ccc(C)c([N+](=O)[O-])c2)cc1 | 7.9% | -2%
Cn1nccc1C(=O)OCC(=O)Nc1nc(-c2ccccc2)cs1 | 4.8% | -12%
Cc1cc(NC(=O)CSc2nnc3c(C)cc4cc5c(cc4n23)OCO5)no1 | -21% | 1%
Cc1nc2c3c(-c4ccccc4)c(-c4ccccc4)oc3ncn2n1 | 3.1% | 2%
O=C1CCCC2=C1C(c1ccc(Cl)cc1)C1C(=O)c3ccccc3C1=N2 (configuration not stated) | -3.3% | 0%
N#C/C(=C\c1ccc(-c2cc(Cl)ccc2Cl)o1)C(=O)Nc1sc2c(c1C(N)=O)CCCC2 | -3.9% | 7%
CCN(CC)C(=O)C(=O)N/N=C/c1ccco1 | 0.8% | 0%
CC(=O)N1N=C(C)CC1(O)c1cccnc1 (configuration not stated) | 1.1% | 2%
Cc1ccc(-c2nnc3sc(C4COc5ccccc5O4)nn23)cc1 (configuration not stated) | -1.5% | -3%
Cc1ccc2oc(-c3cc(NC(=O)c4cccnc4)ccc3O)nc2c1 | -3.0% | 3%
CCCCn1cnc2cc(NCc3ccncc3)ccc21 | 0.5% | 0%
Cc1cc(C)c2nc(C(F)(F)F)nc(NCCCN3CCCC3=O)c2c1 | 0.6% | -2%
Cc1ccc(/C=C2/SC(=O)N(c3ccccc3)C2=O)cc1 | -0.3% | -1%
CCOC(=O)c1ccc(N/C=C/C(=O)c2cccs2)cc1 | 0.0% | 2%
CCOC(=O)Cc1nnc(NC(=O)CSc2nncn2C)s1 | -0.3% | 1%
Cc1ccc(C)n1NC(=O)c1ccccc1O | 9.3% | nt
C=C(C)CSc1nc(C)c(Cc2ccccc2)c(=O)[nH]1 | -2.0% | -7%
CCS(=O)(=O)NCCCc1ccccc1 | 11% | 0%
O=C(NCc1cccc2ccccc12)c1ccccc1C(F)(F)F | 2.9% | 0%
COc1ccc2c(c1OC)C(=O)N(c1ccc(I)cc1)C2 | -2.9% | -3%
COCCCn1c(-c2ccccc2)nc2ccccc2c1=O | 5.5% | -7%
O=C1c2ccccc2C(=O)N1CC1c2ccccc2CCN1C(=O)N1CCOCC1 (configuration not stated) | -2.7% | -4%
O=C(NCCN1C(=O)C2C3C=CC(C3)C2C1=O)Nc1ccccc1 (configuration not stated) | -2.6% | 4%
COCc1cc(C)nc2sc(C(=O)Nc3nccs3)c(N)c12 | 5.2% | 3%
SMILES | Hsp70 inhibitors | MKP-3 inhibition
Cc1ccc(O)c(C(=O)CC(=O)c2ccc(Br)cc2)c1 | -1.6% | 0%
O=C(CCc1ccccc1)Nc1nc2nc(-c3ccccc3)cc(=O)n2[nH]1 | 2.7% | -12%
COc1ccc(S(=O)(=O)N=C2C=CC(=NS(=O)(=O)c3ccc(OC)cc3)C=C2)cc1 | -2.8% | 2%
O=C1C(=O)N(CC2CCCO2)C(c2ccc(Cl)cc2)/C1=C(/O)c1ccccc1 (configuration not stated) | -5.9% | 4%
CCOC(=O)CNC(=O)CSc1nc(N)cc(N)n1 | 1.6% | 1%
CC(=O)c1cccc(N2C(=O)C3C4C=CC(C5CC45)C3C2=O)c1 (configuration not stated) | 2.7% | -4%
O=C1c2ccccc2C(=O)C1c1nccc2ccccc12 | 6.2% | 12%
Cc1[nH]c2ccccc2c1C(=O)CN1CCCC1 | 2.5% | -14%
CCOC(=O)C1=C(O)/C(=C/c2ccc(O)cc2)SC1=Nc1ccc(Cl)cc1 | -0.9% | 2%
O=C1c2ccccc2NC(c2ccc(O)cc2)N1c1ccc(Cl)cc1 (configuration not stated) | 1.9% | -2%
CCN1C(=O)/C(=C\c2ccccc2OCCOc2cccc(OC)c2)SC1=S | 1.1% | -13%
Cc1ccc(-c2csc(NC(=O)c3ccc([N+](=O)[O-])cc3Cl)n2)cc1 | -2.8% | 0%
CCOC(=O)N1CCN(CCC(=O)Nc2cc(OC)cc(OC)c2)CC1 | 4.1% | nt
CN1CCc2c(c3ccccc3n2Cc2ccccc2)C1 | 3.1% | -2%
CCC1(CC)NC(=O)N(CC(=O)NCc2ccc3c(c2)OCO3)C1=O | -0.5% | nt

By substructure: those above containing a nitro group on carbon.
SMILES | Hsp70 inhibitors | MKP-3 inhibition
CCc1ccc(NC(=O)c2ccc(C)c([N+](=O)[O-])c2)cc1 | 7.9% | -2%
Cc1ccc(-c2csc(NC(=O)c3ccc([N+](=O)[O-])cc3Cl)n2)cc1 | -2.8% | 0%

Part of the list above, set out differently:
Structure	Hsp70 inhibitors	MKP-3 inhibition
O=C1c2ccccc2NC(c2ccc(O)cc2)N1c1ccc(Cl)cc1 (configuration not stated)	1.9%	-2%
CCN1C(=O)/C(=C\c2ccccc2OCCOc2cccc(OC)c2)SC1=S	1.1%	-13%

A draw from above in order of formula weight, ascending.
SMILES | Hsp70 inhibitors | MKP-3 inhibition
Cc1ccc(O)c(C(=O)CC(=O)c2ccc(Br)cc2)c1 | -1.6% | 0%
O=C(CCc1ccccc1)Nc1nc2nc(-c3ccccc3)cc(=O)n2[nH]1 | 2.7% | -12%
Cc1ccc(-c2csc(NC(=O)c3ccc([N+](=O)[O-])cc3Cl)n2)cc1 | -2.8% | 0%
O=C1C(=O)N(CC2CCCO2)C(c2ccc(Cl)cc2)/C1=C(/O)c1ccccc1 (configuration not stated) | -5.9% | 4%

High-throughput results from PubChem.
